CHRM1 antagonist: human M1 muscarinic receptor antagonists, primary screen, CHO-K1 cells, Fluo-8 calcium fluorescence, 1536-well; Muscarinic acetylcholine receptor M1 (Homo sapiens), P11229; CHO-K1 hM1, ACh EC80 antagonist; inhibition, % at 3 µM; actives 1.3% (n = 360,000); AID 588852, 2011;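 active = percent inhibition above its own plate's cutoff, namely the mean of that plate's compound wells plus 3 SD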;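 also: peak over basal fluorescence ratio during 140 s after agonist addition; 0% = ACh EC80 plus DMSO and 100% = DMSO alone without agonist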
Target sequence (P11229 whole entry, looked up): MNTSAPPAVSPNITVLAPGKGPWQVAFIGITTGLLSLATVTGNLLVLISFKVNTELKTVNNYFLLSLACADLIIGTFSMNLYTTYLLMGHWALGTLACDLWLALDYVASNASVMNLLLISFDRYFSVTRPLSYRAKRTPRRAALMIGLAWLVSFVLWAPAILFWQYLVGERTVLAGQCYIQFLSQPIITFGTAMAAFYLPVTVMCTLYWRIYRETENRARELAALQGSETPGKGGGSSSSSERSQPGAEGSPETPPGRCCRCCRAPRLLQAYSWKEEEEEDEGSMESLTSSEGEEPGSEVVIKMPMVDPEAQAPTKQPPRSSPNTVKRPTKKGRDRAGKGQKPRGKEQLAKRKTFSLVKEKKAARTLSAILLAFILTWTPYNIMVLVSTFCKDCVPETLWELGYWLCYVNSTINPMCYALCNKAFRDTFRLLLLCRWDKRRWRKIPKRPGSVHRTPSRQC
CHO-K1 Ca antag: M1 antagonist counterscreen hit in parental CHO-K1 cells. ATP-induced calcium, Fluo-8 fluorescence. inhibition, % at 3 µM. actives 0.6% (n = 360,000);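 active = inhibition above a per-plate cutoff, the plate's mean sample inhibition plus 3 SD, cut at about 24% in these data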;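 also: 0% = DMSO plus EC80 ATP and 100% = DMSO alone without ATP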
M1 PAM: human M1 muscarinic receptor positive allosteric modulators, primary screen, CHO-K1 cells, Fluo-8 calcium fluorescence, 1536-well; actives 0.088% (n = 360,000); CHO-K1 hM1, ACh EC20; 0% = ACh EC20, 100% = maximal ACh; Muscarinic acetylcholine receptor M1 (Homo sapiens), P11229; activation, % at 3 µM; in the data active = activation above about 19%, passing the limit was not always enough
CHRM1 agonist: human M1 muscarinic receptor agonists, primary screen, Fluo-8 calcium fluorescence, CHO-K1 cells, HTS. actives 0.33% (n = 360,000). activation, % at 3 µM. CHO-K1 hM1, agonist mode; 0% DMSO, 100% acetylcholine EC100. AID 588814, 2011;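 active = activation above the run's mean compound activation plus 3 SD, cut at about 16% in these data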;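 also: peak over basal fluorescence ratio within a 140 s kinetic read after compound addition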
M4 ag: human M4 muscarinic receptor agonists, primary screen, CHO-K1 cells, Fluo-8 calcium fluorescence. actives 0.14% (n = 360,000). CHO-K1 hM4/Gqi5; vehicle 0%, full acetylcholine response 100%. activation, % at 3 µM. AID 624127, 2012;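 active = activation above the run mean over all test wells plus 3 SD, cut at about 32% in these data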;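 also: peak over basal fluorescence ratio per well then scaled between controls; 0% = DMSO wells and 100% = acetylcholine at EC100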
M4 antag: human M4 muscarinic receptor antagonists, primary screen, CHO cells, Fluo-8 calcium fluorescence | inhibition, % at 3 µM | CHO-hM4 cells, ACh EC80 | actives 0.73% (n = 360,000) | AID 624125, 2012;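 active = inhibition above its plate's cutoff, the mean inhibition of sample wells plus 3 SD, cut at about 27% in these data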;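 also: 0% = acetylcholine EC80 with DMSO and 100% = DMSO without agonist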
CHO parental Ca: ATP-evoked calcium signal inhibitors, parental CHO, primary screen, counter-screen for OX1R antagonist project, cell-based, fluorescence, Fluo-8 calcium dye; parental CHO-K1, ATP-induced calcium, Fluo-8 fluorescence; inhibition, % at 5.6 µM; actives 0.63% (n = 330,000); AID 463079, 2010;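 active = inhibition above that plate's mean sample inhibition plus 3 SD, cut at about 26% in these data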;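 also: 0% = ATP-challenged DMSO wells and 100% = DMSO wells without ATP; some compounds past the cut are filed as inactive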
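Material: parental CHO cells / Compound: single nominal dose of 5.6 µM per compound / Signal: Fluo-8 fluorescence / Replicates: singlicate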
M1 ag parental: counter-screen for M1 agonists: effect in parental CHO-K1 cells; Fluo-8 calcium fluorescence; scaled to maximal ATP response, vehicle zero; activation, % at 3 µM; actives 0.48% (n = 360,000); in the data active = activation above about 15%;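 also: untransfected CHO-K1 host cells lacking M1 receptor as counterscreen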
OXTR potentiate: human OXTR potentiators, primary screen, fluorescence, CHO-OTR cells, Fluo-8 calcium; Oxytocin receptor (Homo sapiens), P30559; Fluo-8 calcium fluorescence, potentiator mode; 0% = oxytocin EC15, 100% = EC100; activation, % at 3 µM; actives 0.061% (n = 320,000);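 active = activation above that plate's cutoff, the mean activation of tested compounds plus 3 SD, cut at about 6.6% in these data, passing the limit was not always enough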;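 also: 100% uses oxytocin at 75 nM as the full agonist control; some results filed as inactive read as strong as hits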
Target sequence (P30559 whole entry, looked up): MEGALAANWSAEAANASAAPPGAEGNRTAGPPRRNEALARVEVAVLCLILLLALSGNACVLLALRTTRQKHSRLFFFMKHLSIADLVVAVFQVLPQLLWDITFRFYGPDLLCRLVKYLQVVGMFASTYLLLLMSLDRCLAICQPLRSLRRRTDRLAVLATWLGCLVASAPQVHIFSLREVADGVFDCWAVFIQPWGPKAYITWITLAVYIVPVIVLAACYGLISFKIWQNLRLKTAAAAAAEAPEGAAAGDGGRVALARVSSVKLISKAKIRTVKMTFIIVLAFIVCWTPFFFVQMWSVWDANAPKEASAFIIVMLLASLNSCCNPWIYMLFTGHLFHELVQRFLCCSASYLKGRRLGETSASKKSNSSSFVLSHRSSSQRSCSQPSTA
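assay system = CHO-OTR cells, human receptor | schedule = compound 6 min at room temperature before oxytocin, 100 s read | detection = Fluo-8 intracellular calcium fluorescence, ex 470-495, em 515-575 nm | evaluation = normalized max/min fluorescence ratio, % activation | control set = EC15 oxytocin alone as 0%, 75 nM oxytocin (EC100) as 100%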
An asterisk follows results filed as active; . = no result given. This is a random part of the collection; about 2.9% have a hit in one of these screens.

SMILES | CHRM1 antagonist | CHO-K1 Ca antag | M1 PAM | CHRM1 agonist | M4 ag | M4 antag | CHO parental Ca | M1 ag parental | OXTR potentiate
CCN(CC(=O)NC1CCS(=O)(=O)C1)C(=O)c1ccc(S(=O)(=O)N(CC)CC)cc1 (stereo not given) | 3.7 | -12.5 | -0.5 | -3.1 | -0.9 | 11.2 | -0.9 | -0.5 | -3.1
CC1(C(=O)Nc2ccccc2)CCN1C(=O)C1(c2ccc(Cl)cc2)CC1 (stereo not given) | -17.5 | -11.2 | 4.7 | -3.5 | 7.7 | -21.9 | . | 1.2 | .
CCOC(=O)c1[nH]c2ccc(Br)cc2c1NC(=O)CCN1CCN(C(=O)OCC)CC1 | -4.0 | -0.9 | -2.4 | -4.8 | 7.7 | -14.3 | -0.4 | 1.2 | -19.3
CCOc1ccc(CCNC(=O)Cc2ccc(S(=O)(=O)N3CCOCC3)s2)cc1OCC | -3.3 | 9.3 | 5.3 | -4.5 | 1.5 | -14.5 | -15.2 | 0.4 | 5.3
NCCc1nnc(SCc2ccc(F)cc2)o1 | 1.1 | -3.9 | 7.8 | -4.6 | 0.1 | -2.5 | -4.7 | 0.9 | 2.4
CCC1C(=O)Nc2nc(-c3ccccc3)c(-c3ccccc3)n2N=C1C (stereo not given) | -15.6 | 0.2 | -2.4 | -3.8 | 0.4 | 5.6 | -37.5 | 0.3 | -11.6
COc1ccc(-c2oc3ccc(-c4cc(OC)c(OC)c(OC)c4)cc3c2C(=O)c2ccc(OC)nc2)cc1 | 1.6 | -10.3 | 5.8 | -3.5 | 1.6 | -0.9 | -25.3 | 0.5 | -8.1
CCOc1ccc(-c2nnc3sc(COc4ccccc4)nn23)cc1 | -7.7 | -11.0 | 9.0 | -5.8 | 0.3 | -10.7 | -11.0 | 0.4 | 5.0
CCC(CC)C(=O)N(C)c1c(C)nc2c(OCCC3CCCCC3)cccn12 | -1.6 | -10.8 | -7.9 | -7.4 | -2.9 | -7.2 | . | -0.1 | .
Cc1ccc(C)c2[nH]c(=O)c(CCNC(=O)c3cc4ccccc4o3)cc12 | 5.0 | -0.3 | -2.1 | 0.4 | 0.8 | -6.8 | -21.9 | -0.3 | -4.3
Cc1nc(SCC(=O)Nc2ccc(C)c(F)c2)c2oc3ccccc3c2n1 | 2.2 | 0.4 | 5.4 | -1.7 | -0.4 | -4.4 | -23.5 | -0.3 | -5.7
C[C@H]1CN(S(=O)(=O)C(C)(C)C)[C@H](CCO)/C1=C\c1ccccc1 | -6.4 | -7.5 | 12.1 | -0.1 | -0.7 | -11.3 | . | 0.3 | .
COc1ccccc1/C=N/Nc1nncc2ccccc12 | -9.6 | 4.7 | 7.9 | -6.4 | 1.2 | -0.8 | -7.9 | 0.2 | -8.0
COC(=O)c1ccc2c(c1C(=O)OC)CN(S(=O)(=O)C(C)(C)C)[C@H]2CCO | -17.5 | -17.8 | 8.0 | -3.3 | -0.6 | -1.0 | . | 0.7 | .
COc1ccc(CCNC(=O)C(C)OC(=O)c2cccs2)cc1OC (stereo not given) | -9.1 | -14.4 | 15.9 | 0.9 | 1.1 | -3.1 | -10.2 | 0.6 | -6.7
Nc1nc(Nc2ccccc2F)nc(N2CCCC2)c1[N+](=O)[O-] | -11.5 | 4.8 | 12.6 | -8.3 | -1.1 | -8.8 | -13.8 | -0.2 | -10.8
O=C(O)c1cc2nc3c(c(C(F)(F)F)n2n1)CCc1ccccc1-3 | -4.4 | -5.1 | 5.0 | -4.3 | 0.1 | -0.4 | -6.1 | -1.1 | 2.0
CCN1CCN(C(=O)/C=C/c2ccccc2[N+](=O)[O-])CC1 | -14.8 | -9.9 | 12.3 | -9.7 | 0.9 | -6.8 | -10.2 | 0.1 | -6.5
CS(=O)(=O)N(CC(=O)N1CCOCC1)c1cccc(Cl)c1 | 1.5 | -3.2 | 2.6 | -2.3 | 0.4 | -14.8 | . | 0.3 | .
COc1ccc(C(=O)COC(=O)CNC(=O)c2ccccc2)cc1F | -0.3 | -10.2 | 2.1 | -2.4 | 1.1 | -4.6 | -6.6 | 0.5 | -5.6
CCC(=O)Nc1ccc(/C(C)=N\NC(=O)c2ccc(OC)cc2)cc1 | 8.7 | 10.2 | -1.5 | -2.6 | 1.5 | 4.6 | -11.1 | 0.7 | -4.2
O=C(Nc1ccccc1O)c1cccc(S(=O)(=O)N2CCOCC2)c1 | -0.6 | -12.5 | 4.3 | -5.0 | 2.7 | -4.9 | -13.4 | 2.4 | -12.4
O=C(Nc1ccc(O)c(-c2nc3ccccc3o2)c1)C1(c2ccc(Cl)cc2)CCCC1 | 2.1 | -3.6 | -6.9 | -3.9 | 0.3 | 5.8 | -29.8 | -0.3 | -3.9
CCOC(=O)c1sc2ncnc(N3CCN(C(=O)OCC)CC3)c2c1C | -4.6 | -1.5 | 2.8 | -4.2 | 0.4 | -1.0 | -7.0 | 0.5 | 0.7
CCOC(=O)c1ccc(NC(=O)COC(=O)Cc2csc(-c3ccccc3)n2)cc1 | -7.1 | -20.0 | 5.7 | -5.6 | 7.7 | -3.8 | -7.4 | 2.6 | -6.6
(continued)
SMILES | CHRM1 antagonist | CHO-K1 Ca antag | M1 PAM | CHRM1 agonist | M4 ag | M4 antag | CHO parental Ca | M1 ag parental | OXTR potentiate
COc1ccc(-c2c(C#Cc3ccsc3)c3ccccc3n2C)cc1 | -10.0 | -13.9 | -3.0 | -9.5 | 3.7 | 5.2 | -14.8 | 0.1 | -8.9
CC(C)C(C(=O)Nc1ccc2c(c1)OCO2)N1C(=O)c2ccccc2C1=O (stereo not given) | -6.9 | 9.7 | -2.1 | -2.4 | 0.7 | 20.1 | -14.7 | 0.1 | 0.7
O=C1N/C(=C\c2ccc(N3CCOCC3)c(F)c2)C(=O)N1Cc1ccccc1 | 1.9 | -6.8 | 1.2 | -2.7 | -0.1 | -6.6 | -1.4 | 0.8 | -14.4
COc1ccc2[nH]cc(CCNS(=O)(=O)c3ccc(C)cc3)c2c1 | -6.0 | 2.4 | 4.6 | 14.1 | 7.0 | 2.6 | -15.1 | 26.1* | -6.7
CN(C)S(=O)(=O)c1ccc(C(=O)NCCSc2ccccc2)cc1 | -10.2 | -1.4 | 8.7 | -3.4 | 2.2 | 4.5 | -3.5 | 0.9 | -11.1
Cc1ccc(S(=O)(=O)N(C)C)cc1NC(=O)C(C)OC(=O)/C=C/c1cccs1 (stereo not given) | -29.6 | -19.7 | 5.3 | -3.9 | 0.7 | 1.6 | -8.9 | 1.6 | -6.6
CCOc1ccc(NC(=O)CN(C)C(=O)c2cn(-c3ccccc3)nc2-c2cccs2)cc1OCC | 22.3 | 9.0 | -8.8 | -2.2 | 12.9 | 16.4 | . | 3.0 | .
CCCCCCSc1ccc([C@@H]2[C@@H]3C(=O)N(C)C(=O)[C@@H]3[C@]3(C(=O)OC)CCCCN23)cc1 | -8.3 | -24.4 | 8.8 | -3.2 | -0.5 | -22.1 | -33.1 | 0.0 | -4.4
O=C(CCN1C(=O)c2ccccc2C1=O)NNC(=O)c1ccc(Cl)cc1Cl | -0.2 | 4.0 | 5.5 | -7.7 | 1.3 | 0.2 | -3.1 | 0.0 | -3.1
CC1(C(=O)NC2CCN(Cc3ccccc3)CC2)CCN1Cc1cc2ccccc2o1 (stereo not given) | 8.0 | -1.8 | -6.1 | -5.1 | 3.5 | 3.7 | . | 3.6 | .
COC(=O)C1=C(C)N(CCCC(=O)O)C(=O)NC1c1ccccc1OS(=O)(=O)c1ccc([N+](=O)[O-])cc1 (stereo not given) | -1.6 | -12.0 | 4.7 | -5.2 | 0.2 | 5.7 | -29.3 | 0.1 | 2.8
CC(=O)c1cccc(S(=O)(=O)N2CCC(C(=O)Oc3ccc(-c4nnco4)cc3)CC2)c1 | 2.6 | -7.9 | -2.8 | -1.3 | 2.4 | 11.2 | -13.3 | 0.0 | -8.7
Fc1ccc2c(c1)Sc1ccc(Cl)cc1CC2N1CCN(CCC2OCCO2)CC1 (stereo not given) | 75.3* | -11.4 | -26.0 | -7.1 | 2.4 | 20.9 | 15.6 | 1.4 | -13.1
Cc1ncc([N+](=O)[O-])n1CCOC(=O)NC(NCc1cccnc1)C(Cl)(Cl)Cl (stereo not given) | -1.6 | 0.7 | 1.0 | -4.3 | 1.4 | -8.7 | -10.1 | 0.1 | -3.4
O/N=C1\CC(O)Cc2nonc21 (stereo not given) | -10.4 | 4.9 | 7.3 | -0.6 | 0.7 | 3.8 | -4.3 | -0.1 | -12.8
CCn1cc2nc(SCC(=O)Nc3ccc(F)cc3F)n(Cc3ccccc3)c(=O)c2n1 | -5.4 | -8.4 | 11.2 | 1.1 | 10.1 | -6.3 | -18.5 | 6.2 | -7.1
COc1ccc(C(=O)c2coc(-c3ccccc3C(=O)O)c2C(=O)O)cc1 | -2.3 | -5.0 | 7.9 | -4.1 | -0.3 | -4.9 | 1.7 | 0.2 | -4.0
C=CCNC(=O)COC(=O)CNC(=O)c1cc(Cl)cc([N+](=O)[O-])c1 | -3.2 | 1.5 | 4.1 | -2.8 | 1.2 | -7.2 | -2.2 | -0.4 | 6.8
O=C(CSc1nnnn1C1CCCC1)Nc1ccc2c(c1)OCCO2 | -7.6 | -15.3 | 5.8 | -6.3 | -0.3 | 3.4 | -6.3 | 1.7 | 2.7
CCOC(=O)C1=C(COC(=O)CCOc2ccc(OC)cc2)NC(=O)NC1C (stereo not given) | 2.2 | -22.0 | -5.0 | -1.0 | 9.0 | -0.8 | -9.6 | 4.3 | 1.3
COc1ccccc1NC(=O)Nc1nc(CC(=O)NCc2ccccn2)cs1 | -6.1 | -12.7 | 2.5 | -1.6 | 14.7 | -21.3 | -24.3 | 5.2 | -3.4
Cc1ccccc1OCC(=O)N1CCCc2ccccc21 | -5.2 | 7.1 | 6.6 | -8.8 | 0.3 | 3.2 | -8.6 | -0.1 | -7.4
Cc1ccccc1-c1n[nH]c(=S)n1Cc1ccccc1 | -5.2 | -0.6 | 14.8 | -8.2 | 0.5 | 1.1 | -11.2 | 0.7 | -1.4

Pulled by structure from above:
SMILES | CHRM1 antagonist | CHO-K1 Ca antag | M1 PAM | CHRM1 agonist | M4 ag | M4 antag | CHO parental Ca | M1 ag parental | OXTR potentiate
COc1ccccc1NC(=O)Nc1nc(CC(=O)NCc2ccccn2)cs1 | -6.1 | -12.7 | 2.5 | -1.6 | 14.7 | -21.3 | -24.3 | 5.2 | -3.4
O=C(CCN1C(=O)c2ccccc2C1=O)NNC(=O)c1ccc(Cl)cc1Cl | -0.2 | 4.0 | 5.5 | -7.7 | 1.3 | 0.2 | -3.1 | 0.0 | -3.1
CN(C)S(=O)(=O)c1ccc(C(=O)NCCSc2ccccc2)cc1 | -10.2 | -1.4 | 8.7 | -3.4 | 2.2 | 4.5 | -3.5 | 0.9 | -11.1

Assay outcomes (PubChem BioAssay)
